EPAC1 ag – EPAC1 (human) agonism; hit rate 0.073% among 360,000; EPAC1 agonist qHTS, biochemical assay; response scale: 100% = response to 6.5 mM cAMP; O95398; AID 720707; Potency, µM (top dose mostly 154 µM), inactives show at the top dose activation, hits mostly activators; note: potency is the fitted concentration of half-maximal effect; nearly all actives have a fitted effect of over 60% in size
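Nucleotide exchange by EPAC1 (100 nM) on Rap1B–BODIPY-GDP (250 nM) in the presence of 50 uM GDP is tracked fluorescently at 480/540 nm over 30 min. Signals are normalized to a 6.5 mM cAMP control.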
FUS yeast rescue – FUS proteinopathy suppression in yeast; S. cerevisiae FUS-expressing, growth rescue, OD600, 24 h; Potency, µM (top dose mostly 76.6 µM), for inactives: at the highest dose growth rescue (activation), most hits filed as activators; hit rate 0.24% among 390,000;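 note: potency is the fitted concentration of half-maximal effect; plate controls were DMSO vehicle for no effect and reference control for full effect; nearly all actives have a fitted effect of over 55% in size; some results filed as inactive show a strong effect at the top dose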
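Quantitative HTS measuring growth restoration of FUS-toxic yeast. Galactose-induced cells (OD 0.005) were exposed 24hr at 30C to compounds at several concentrations, then absorbance at 600 nm was recorded.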
aSyn yeast inh – alpha-synuclein toxicity inhibition in yeast | Yeast expressing alpha-synuclein, growth rescue, BacTiter-Glo, 24 h | Potency, µM (highest dose often 46.1 µM), inactives show top-dose growth rescue (activation), hits mostly activators | hit rate 0.14% among 370,000; note: potency is the fitted concentration of half-maximal effect; % of control where 0% means no effect; nearly all actives have a fitted effect of over 65% in size
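Rescue of yeast growth: cells expressing toxic alpha-synuclein, induced in galactose at OD600 0.02, incubated with compound 24 h at 30 C. ATP luminescence quantified growth; inhibitors of toxicity appear as activators.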
PI5P4Ka inh – blocks human PI5P4K alpha kinase activity. PI5P4Kalpha enzyme, ADP-Glo luminescence, 60 min; stronger effect = lower value. max response, %. hit rate 1.2% among 330,000. AID 652105; active = max response of -50% or lower; inconclusive = between -30% and -50%; inactive = -30% or higher; note: value at the top dose of about 77 µM; % is set by controls: 0 for no effect and ±100 for the full control effect
Target sequence (P48426 whole entry, looked up): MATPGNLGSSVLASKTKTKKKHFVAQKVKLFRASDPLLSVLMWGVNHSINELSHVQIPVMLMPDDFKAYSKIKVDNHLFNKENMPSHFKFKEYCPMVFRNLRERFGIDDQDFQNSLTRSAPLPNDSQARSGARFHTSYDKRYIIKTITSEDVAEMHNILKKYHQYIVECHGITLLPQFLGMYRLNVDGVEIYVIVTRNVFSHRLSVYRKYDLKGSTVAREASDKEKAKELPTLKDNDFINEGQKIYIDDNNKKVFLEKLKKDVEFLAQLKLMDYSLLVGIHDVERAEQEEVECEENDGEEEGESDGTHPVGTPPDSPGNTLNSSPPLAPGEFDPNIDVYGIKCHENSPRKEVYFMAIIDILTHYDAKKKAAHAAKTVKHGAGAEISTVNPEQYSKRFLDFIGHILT
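PI5P4Kalpha ADP-Glo assay; 5 microM ATP final; 60 min RT reaction; HEPES pH 7.4/EGTA/CHAPS, 5% DMSO; controls lacking substrate or enzyme; luminescent end-point.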
Abeta yeast res – compounds reversing amyloid beta toxicity in yeast | yeast expressing A-beta42, growth rescue, OD600, 48 h; response scale: 0% DMSO, 100% iron-clioquinol control | Potency, µM (series often up to 46.1 µM), for inactives: at the top dose growth rescue, most hits filed as activators | hit rate 0.063% among 410,000; note: potency is the fitted concentration of half-maximal effect; nearly all actives have a fitted effect of over 55% in size
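Growth rescue measured by 600 nm absorbance after 48 h yeast culture at 30 C with compound. Values normalized between DMSO and an equimolar ferric chloride plus clioquinol control.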
IL2 activator – IL-2 activation | IL-2 activation reporter assay, cell-based qHTS; stimulated with anti-CD3/CD4/CD28 beads; in transgenic mouse T cells | activation, % (series mostly up to about 46 µM) | hit rate 0.065% among 360,000 | AID 652025; in the data active = activation above about 50%; inconclusive = mostly about 30% to 49%; note: 0% is about no effect
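Quantitative HTS in unstimulated transgenic mouse T cells, with memory T cells as non-tolerant control and PMA/ionomycin as tolerance-bypass control. Compound pretreatment lasted 60 minutes before 18 h bead stimulation; EGFP/DsRed fluorescence read.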
PLK1 PBD inh – PLK1 (human) polo-box domain binding inhibition; Potency, µM, without a hit: max response, negative = inhibition, most hits filed as inhibitors; AID 720504; hit rate 2.8% among 360,000; Plk1 PBD binding of FITC phosphopeptide, fluorescence polarization; P53350; note: potency is the fitted concentration of half-maximal effect; series mostly up to about 57 µM; % is set by controls: 0 for no effect and ±100 for the full control effect; nearly all actives have a fitted effect of over 65% in size
Target sequence (P53350 whole entry, looked up, the tested form may be a part): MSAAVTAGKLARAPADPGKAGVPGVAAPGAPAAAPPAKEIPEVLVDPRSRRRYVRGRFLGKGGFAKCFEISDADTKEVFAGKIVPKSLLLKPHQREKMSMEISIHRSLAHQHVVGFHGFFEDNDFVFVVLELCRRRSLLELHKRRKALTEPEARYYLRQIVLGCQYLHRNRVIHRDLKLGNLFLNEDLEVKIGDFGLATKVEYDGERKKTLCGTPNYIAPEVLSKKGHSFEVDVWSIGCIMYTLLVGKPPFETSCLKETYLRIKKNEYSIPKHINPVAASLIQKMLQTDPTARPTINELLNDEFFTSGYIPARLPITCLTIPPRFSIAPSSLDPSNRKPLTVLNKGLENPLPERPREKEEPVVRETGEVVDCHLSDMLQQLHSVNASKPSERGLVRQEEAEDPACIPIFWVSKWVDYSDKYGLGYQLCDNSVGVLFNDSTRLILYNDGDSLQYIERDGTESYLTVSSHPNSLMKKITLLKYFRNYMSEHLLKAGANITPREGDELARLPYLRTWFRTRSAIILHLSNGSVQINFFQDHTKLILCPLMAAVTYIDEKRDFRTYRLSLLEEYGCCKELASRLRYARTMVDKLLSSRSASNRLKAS
WRN helicase inh – inhibitors of human WRN helicase. Q14191. WRN helicase unwinding, fluorescent forked duplex, kinetic. Potency, µM (doses to about 114 µM), for inactives: at the highest dose activity change, negative = inhibition, usual class: inhibitors. hit rate 0.46% among 360,000; note: potency is the fitted concentration of half-maximal effect; % is set by controls: 0 for no effect and ±100 for the full control effect; nearly all actives have a fitted effect of over 55% in size
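WRN at 20 nM final preincubated with compound 15 min at room temperature; reaction started with 100 nM fluorophore/quencher forked duplex oligonucleotide and 2 mM ATP final. Unwinding followed kinetically by red fluorescence (ex 525, em 598 nm).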
EPAC1 antag – EPAC1 (human) antagonism | O95398 | EPAC1 GEF assay, Rap1b-BODIPY-GDP exchange fluorescence | Potency, µM (doses to about 115 µM), for the others: at the top dose activity change, negative = inhibition, actives largely listed as inhibitors | hit rate 0.14% among 360,000 | AID 720709;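 note: potency is the fitted concentration of half-maximal effect; plate controls were vehicle for no effect and positive control for full effect; nearly all actives have a fitted effect of over 50% in size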
The depositor's hits bear a star; ? = inconclusive; nt = not tested or not shown; [ ] = another dose, or the depositor's remark. Unless noted, calls come from the whole dose curve; as a rule, active = well fitted curve in the direction sought with a large enough effect; inconclusive = small, poorly fitted or top-dose-only effect, or another doubt; inactive = no such curve, though single readings can be large; an effect the other way counts as inactive or inconclusive.

SMILES	EPAC1 ag	FUS yeast rescue	aSyn yeast inh	PI5P4Ka inh	Abeta yeast res	IL2 activator	PLK1 PBD inh	WRN helicase inh	EPAC1 antag
COC(=O)c1ccc(C(=O)NC(=S)Nc2ccc3nc(SC)sc3c2)cc1	12.2%	-28.1%	4.2%	-0.9	7.7%	-0.3	-7.5%	-23.8%	-2.5%
CCN(CC)CCOC(=O)/C=C/c1ccccc1	1.2%	-3.9%	-6.6%	2.2	4.2%	0.3	-8.5%	4.7%	-10.7%
Cc1ccc(C)c(N(CC(=O)NC2CCCC2)C(=O)c2csnn2)c1	12.9%	-1.6%	-7.5%	-0.1	1.2%	-0.3	-4.5%	0.4%	-16.7%
O=C1NC2(CCCCC2)C(=O)N1CCS(=O)(=O)Oc1ccc(Br)cc1	5.8%	8.3%	12.1%	-6.3	-23.7%	-0.2	0.6%	10.5%	11.7%
CCC(=O)N1CCc2cc(S(=O)(=O)NCCN3CCCCC3CC)ccc21 (stereo not drawn)	-7.0%	12.7%	0.4%	0.3	-3.3%	-3.5	-6.3%	8.3%	11.1%
CCN(CC)C(=O)Cn1cc(S(=O)(=O)CC(=O)Nc2ccc(F)cc2)c2ccccc21	-28.3%	11.6%	2.0%	2.1	5.0%	2.8	5.3%	6.4%	-12.5%
CNS(=O)(=O)c1cnccc1N1CCN(c2cccc(C)c2)CC1	2.6%	nt	2.5%	1.6	7.4%	-2.9	2.8%	-8.7%	-0.3%
COc1ccc(/C=C/c2c(-c3cccc(C)c3)oc3ccc(-c4ccc5c(c4)OCO5)cc23)cc1	-9.2%	-1.7%	-6.9%	6.2	-10.1%	-0.6	-16.5%	-1.1%	-12.7%
COc1ccc(CNC(=O)CN(C(=O)c2cc3sccc3n2C)C2CCCC2)cc1	14.1%	-1.9%	8.0%	nt	3.2%	-2.9	-8.4%	-8.8%	-10.9%
O=S(=O)(c1ccc(-c2nc3ccccc3s2)cc1)N1CCCC1	10.3%	-0.1%	-0.9%	nt	-3.7%	-1.8	-7.5%	-1.4%	-2.1%
CC(C)Oc1cc(C(=O)NC2CCCCC2)c2ccccc2n1	3.5%	-2.6%	-4.2%	0.0	13.0%	-2.5	-2.0%	-2.3%	-13.8%
Cn1cccc1CC(=O)N/N=C/c1ccc(C(C)(C)C)cc1	-8.0%	50.0%	-2.3%	-3.2	1.1%	-4.9	-5.5%	-33.0%	-3.7%
Fc1ccc(-c2csc3ncnc(N4CCN(c5ccccc5)CC4)c23)cc1	6.7%	16.0%	0.9%	3.4	-31.6%[inhibitor]	0.2	-13.7%	-0.2%	-6.1%
COc1ccccc1C(=O)CSc1ccccn1	5.8%	21.2%	4.4%	0.6	7.9%	0.3	-17.9%	-5.1%	-9.0%
COc1cc(OC)c(N(C)S(=O)(=O)c2cccc(C(=O)OCC(=O)N(C)Cc3ccccc3)c2)cc1Cl	10.3%	35.0%	2.1%	4.3	-4.5%	-0.7	-2.4%	-6.1%	-5.0%
COCCCNC(=O)c1cc(C(=O)c2ccccc2Br)c[nH]1	11.7%	?	-4.8%	-0.4	-3.5%	-1.2	-0.6%	1.0%	13.9%

Rewritten field by field: entries from further up.
CCC(=O)N1CCc2cc(S(=O)(=O)NCCN3CCCCC3CC)ccc21 (stereo not drawn)
  EPAC1 ag: -7.0%	FUS yeast rescue: 12.7%	aSyn yeast inh: 0.4%	PI5P4Ka inh: 0.3	Abeta yeast res: -3.3%	IL2 activator: -3.5	PLK1 PBD inh: -6.3%	WRN helicase inh: 8.3%	EPAC1 antag: 11.1%
CCN(CC)C(=O)Cn1cc(S(=O)(=O)CC(=O)Nc2ccc(F)cc2)c2ccccc21
  EPAC1 ag: -28.3%	FUS yeast rescue: 11.6%	aSyn yeast inh: 2.0%	PI5P4Ka inh: 2.1	Abeta yeast res: 5.0%	IL2 activator: 2.8	PLK1 PBD inh: 5.3%	WRN helicase inh: 6.4%	EPAC1 antag: -12.5%
CNS(=O)(=O)c1cnccc1N1CCN(c2cccc(C)c2)CC1
  EPAC1 ag: 2.6%	FUS yeast rescue: nt	aSyn yeast inh: 2.5%	PI5P4Ka inh: 1.6	Abeta yeast res: 7.4%	IL2 activator: -2.9	PLK1 PBD inh: 2.8%	WRN helicase inh: -8.7%	EPAC1 antag: -0.3%
COc1ccc(/C=C/c2c(-c3cccc(C)c3)oc3ccc(-c4ccc5c(c4)OCO5)cc23)cc1
  EPAC1 ag: -9.2%	FUS yeast rescue: -1.7%	aSyn yeast inh: -6.9%	PI5P4Ka inh: 6.2	Abeta yeast res: -10.1%	IL2 activator: -0.6	PLK1 PBD inh: -16.5%	WRN helicase inh: -1.1%	EPAC1 antag: -12.7%

Following part:
SMILES	EPAC1 ag	FUS yeast rescue	aSyn yeast inh	PI5P4Ka inh	Abeta yeast res	IL2 activator	PLK1 PBD inh	WRN helicase inh	EPAC1 antag
O=C(CNS(=O)(=O)c1cccc2nsnc12)NC1CCCCC1	-3.4%	5.4%	1.2%	1.9	-4.4%	0.0	-1.2%	0.2%	3.3%
O=C(NC1CCCC1)c1cc(-c2ccc(Cl)c(Cl)c2)on1	7.9%	-16.3%	-3.1%	1.2	5.1%	-0.6	4.2%	-3.9%	-12.5%
O=C(COC(=O)c1cc([N+](=O)[O-])ccc1N1CCOCC1)Nc1cc(F)ccc1F	11.8%	16.0%	-7.0%	0.7	?	-1.6	-3.8%	4.4%	6.3%
NCCCCCc1nnc(SCc2ccc(Cl)c(Cl)c2)o1	13.2%	-12.5%	nt	3.4	-2.7%	0.8	-2.6%	0.8%	-2.5%
CC(=O)Nc1nc(Cn2nnc(-c3ccc4c(c3)OCO4)n2)nc(N(C)C)n1	-0.1%	-10.2%	3.8%	0.4	-1.9%	-2.0	0.5%	-0.3%	6.8%
CC(Oc1ccc(Br)cc1)c1nc2c3ccccc3nc(=S)n2[nH]1 (stereo not drawn)	1.7%	35.5µM*	16.9%	-3.4	?	-0.6	?	?	6.4%
CCOC(=O)CN1CC23C=CC(O2)C(C(=O)NCc2ccc(F)cc2)C3C1=O (stereo not drawn)	-2.2%	-5.7%	1.3%	2.4	-10.1%	1.8	-8.4%	2.1%	-4.8%
Cc1ccc(C(=O)NCCN2CCNC2=O)cc1	6.6%	-2.2%	2.4%	2.2	10.3%	-0.3	-9.8%	4.2%	17.5%
COc1ccc(CCNC(=O)CSc2nc(O)cc(=O)[nH]2)cc1OC	18.8%	22.6%	-1.6%	2.3	6.9%	0.6	?	-1.9%	-3.0%
CC(=O)c1ccc(NC(=O)c2ccc3c(=O)n4c(nc3c2)CCCCC4)cc1	-5.7%	22.3%	-1.3%	-0.8	-17.1%	-2.5	-12.5%	-17.3%	24.1%
CN(CC(=O)Nc1ccccc1Cl)CC(=O)Nc1ccccc1[N+](=O)[O-]	-7.3%	0.2%	8.2%	-7.4	-12.6%	-5.4	0.0%	1.4%	-0.9%
O=C1/C(=C/c2cccnc2)CC/C1=C\c1cccnc1	-1.6%	8.0%	-0.9%	-10.5	1.6%	0.4	-11.7%	7.3%	7.9%
O=C(O)CCc1ccc(S(=O)(=O)NCCc2ccccc2)cc1	14.5%	10.9%	-0.5%	nt	-9.0%	-3.4	-7.2%	5.4%	-12.3%
CCOC(=O)CCc1c(C)c2ccc(OCc3nn[nH]n3)cc2oc1=O	3.8%	8.6%	-0.5%	-21.8	15.1%	3.7	?	-6.2%	2.1%
COc1ccc(S(=O)(=O)NC(CC(=O)N2CCc3ccccc32)c2ccco2)cc1 (stereo not drawn)	10.0%	-1.7%	10.9%	0.7	-2.7%	-1.4	-5.5%	1.1%	-19.6%
COc1ccccc1CC(=O)Nc1ccccc1C(=O)O	3.7%	8.3%	-0.3%	nt	-8.3%	-1.7	-0.8%	-15.4%	14.2%
O=C(Nc1c2c(nn1-c1ccc(Cl)cc1)CS(=O)(=O)C2)c1ccc2c(c1)OCO2	11.0%	24.4%	0.0%	nt	-17.7%	0.9	-7.3%	4.1%	1.3%
CC1Cc2cc(/C(O)=C3/C(=O)C(=O)N(CCCn4ccnc4)C3c3ccc(Br)cc3)ccc2O1 (stereo not drawn)	2.7%	21.7%	4.6%	-2.8	-21.0%	-0.7	-15.2%	-7.4%	-9.7%
COc1cccc(Nc2nnc(Cc3cccnc3)c3ccccc23)c1	9.5%	-10.9%	-0.8%	-5.0	-5.3%	0.0	-6.0%	-8.2%	16.5%
COc1cc2[nH]c3c(=O)n(N)c(=O)[nH]c3c2cc1OC	-1.5%	1.0%	0.0%	-24.1	-6.0%	2.4	-11.4%	-1.5%	-8.7%
COc1cccc(CC(=O)OCC(=O)c2cc(OC)ccc2OC)c1	8.8%	17.4%	4.2%	3.5	-10.5%	0.5	-1.6%	-1.7%	4.2%
COC(=O)c1nc(-c2ccccc2)oc1N(C)C	6.1%	5.6%	-0.3%	nt	-11.5%	-2.8	-11.3%	3.0%	-12.9%
Cc1nnc(NC(=O)CSc2nnc(CNC(=O)c3ccc(F)cc3)o2)s1	5.6%	23.7%	-5.5%	-0.3	-24.7%	-4.8	-8.4%	?	-14.3%
Cc1cc(=O)[nH]c(SCC(=O)Nc2ccc3c(c2)CCC3)c1C#N	7.1%	3.2%	-0.1%	-3.2	-2.6%	2.0	-9.2%	-2.8%	-3.8%
COc1ccc(N2CCN(c3nc(Cl)nc(N4CCOCC4)n3)CC2)cc1	1.7%	6.8%	2.6%	3.1	-22.5%	0.0	-6.9%	-0.3%	3.1%
CCCNc1nc(C)cc(-c2cc(C(=O)Nc3ccccc3)on2)n1	-4.4%	0.9%	6.5%	-4.8	14.3%	1.2	-5.8%	6.1%	-13.4%
CNc1nc(Nc2ccc(C)cc2C)c2sccc2n1	-5.0%	-9.4%	-0.5%	-0.2	-10.2%	-0.5	-3.2%	7.1%	0.1%
CC(=O)N/C(=C\c1ccc(F)cc1)C(=O)NC(C(=O)O)C(C)C (stereo not drawn)	-4.7%	-3.2%	-4.5%	4.6	-5.2%	3.4	-8.3%	-20.7%	4.7%

High-throughput results deposited in PubChem BioAssay by National Center for Advancing Translational Sciences (NCATS).
